GLD-1 RNA inh: GLD-1/TGE RNA complex disruptors, primary screen, biochemical, fluorescence polarization. inhibition, % at 5.96 µM. 320,000 compounds, 0.44% hits. Female germline-specific tumor suppressor gld-1 (Caenorhabditis elegans), Q17339. AID 2280, 2010. purified GLD-1 + fluorescein TGE RNA;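 active means percent inhibition above a per-plate cutoff, the plate mean of test compounds plus 3 SD, cut at about 30% in these data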;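 further: 0% = DMSO wells with GLD-1 and probe and 100% = wells lacking GLD-1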
Yeast superoxide: reduction of superoxide in aged yeast, primary screen, HTS; S. cerevisiae aged cells, superoxide DHE fluorescence; active compounds read low; superoxide response (% of plate mean), % at 10 µM; 330,000 compounds, 0.18% hits; AID 2690, 2010;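 active means superoxide response under a set limit, about three screen SD below normal, cut at about 65% in these data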;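 further: yeast aged for seven days with compound at 30 °C before DHE staining; 100% = average MFI of all compound-treated wells on the plate with controls excluded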
Fam108B counter: mouse Fam108B serine hydrolase inhibitors, primary screen, counter-screen for RBBP9 inhibitor project, biochemical, fluorescence polarization | recombinant Fam108B, FP-Rh probe fluorescence polarization | inhibition, % at 9.51 µM | 300,000 compounds, 0.33% hits | AID 1947, 2009;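 active means inhibition above the screen mean inhibition plus 3 SD, computed separately per campaign, cut at about 18% in these data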;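 further: inhibitors lower polarization as less probe binds the enzyme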
MCL1 BIM primary: inhibitors of MCL1 binding to BIM-BH3, primary screen, biochemical, fluorescence polarization | Induced myeloid leukemia cell differentiation protein Mcl-1 (Homo sapiens), Q07820 | GST-MCL1 / FITC-Bim-BH3 fluorescence polarization | AID 2057, 2009 | 320,000 compounds, 0.68% hits | inhibition, % at 10.9 µM;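 active means inhibition above the mean inhibition of all tested compounds plus 3 SD, set per campaign, cut at about 40% in these data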;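 further: 0% = DMSO wells and 100% = unlabeled Bim-BH3 peptide control; higher means more loss of mP so more displacement of Bim peptide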
Target sequence (Q07820 whole entry, looked up): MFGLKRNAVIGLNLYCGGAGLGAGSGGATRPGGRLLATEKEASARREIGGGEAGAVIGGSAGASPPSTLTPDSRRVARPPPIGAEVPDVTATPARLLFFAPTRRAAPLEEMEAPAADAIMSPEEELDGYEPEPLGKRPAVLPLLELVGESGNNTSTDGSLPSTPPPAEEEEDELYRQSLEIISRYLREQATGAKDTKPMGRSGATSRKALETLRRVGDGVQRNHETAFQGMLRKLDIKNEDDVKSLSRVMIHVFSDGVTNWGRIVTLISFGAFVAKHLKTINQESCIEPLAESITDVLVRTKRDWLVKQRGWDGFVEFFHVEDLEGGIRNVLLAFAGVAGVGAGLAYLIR
MEX-5 binding: MEX-5 zinc finger RNA-binding disruptors – biochemical, C. elegans, fluorescence polarization, MLPCN library, primary screen. Zinc finger protein mex-5 (Caenorhabditis elegans), Q9XUB2. MEX-5/FITC-TCR2 RNA binding; active compounds read low. activity score (negative = inhibition of binding), % at 10 µM. 300,000 compounds, 0.38% hits. AID 1832, 2009;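 active means inhibition past about -25% in most replicates, and total fluorescence under double the plate's negative control median, limit read from the data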;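 further: 0% = DMSO and -100% = 5 µM competing unlabeled TCR2 RNA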
Target sequence (Q9XUB2 whole entry, looked up): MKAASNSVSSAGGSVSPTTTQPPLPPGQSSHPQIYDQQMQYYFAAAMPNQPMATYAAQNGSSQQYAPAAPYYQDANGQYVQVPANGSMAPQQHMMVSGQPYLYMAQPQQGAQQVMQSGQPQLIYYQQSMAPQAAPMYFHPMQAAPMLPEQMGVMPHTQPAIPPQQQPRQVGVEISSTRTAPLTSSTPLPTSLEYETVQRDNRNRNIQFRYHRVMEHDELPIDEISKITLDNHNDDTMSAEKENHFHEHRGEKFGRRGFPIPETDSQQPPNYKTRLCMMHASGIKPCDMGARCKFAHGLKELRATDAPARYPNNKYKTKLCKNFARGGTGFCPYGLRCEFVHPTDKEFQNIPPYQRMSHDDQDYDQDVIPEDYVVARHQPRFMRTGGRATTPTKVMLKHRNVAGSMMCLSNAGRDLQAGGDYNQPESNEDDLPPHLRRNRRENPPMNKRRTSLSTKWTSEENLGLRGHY
ZTA counter: counter-screen for EBNA-1 inhibitors: inhibitors of Epstein-Barr virus ZTA; ZTA-DNA binding, fluorescence polarization; inhibition, % at 11 µM; 320,000 compounds, 0.15% hits; in the data active means inhibition above about 33%
Efflux pump inh: inhibitors of Candida efflux pumps in yeast, primary screen, S. cerevisiae, Nile Red, multiplex; S. cerevisiae Candida pump triplex; inhibition, % at 10 µM; 330,000 compounds, 0.44% hits;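 active means plate passing quality check with inhibition over a set limit, or well fluorescence over plate mean plus 4 SD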;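 further: Nile Red retained in pooled yeast measured as flow cytometry median fluorescence; 0% = buffer negative control and 100% = Enniatin B positive control; higher means more Nile Red kept so more efflux inhibition; some compounds called inactive have numbers as strong as hits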
EBNA-1 inh: EBNA-1 DNA-binding inhibitors, primary screen, biochemical, fluorescence polarization. inhibition, % at 14.8 µM. 300,000 compounds, 0.34% hits. AID 1950, 2009; in the data active means inhibition above about 28%
BCLXL inh: inhibitors of human Bcl-xL, primary screen, biochemical, fluorescence polarization, HTS; inhibition, % at 10.9 µM; 320,000 compounds, 0.7% hits; GST-Bcl-xL / FITC-Bim BH3 peptide fluorescence polarization; AID 2129, 2009; Bcl-2-like protein 1 (Homo sapiens), Q07817;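 active means inhibition above the mean of all tested compounds plus 3 SD, cutoff set per campaign, cut at about 30% in these data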;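 further: 0% = DMSO wells and 100% = unlabeled Bim-BH3 peptide competitor; inhibitors lower millipolarization by displacing the labeled peptide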
Target sequence (Q07817 whole entry, looked up): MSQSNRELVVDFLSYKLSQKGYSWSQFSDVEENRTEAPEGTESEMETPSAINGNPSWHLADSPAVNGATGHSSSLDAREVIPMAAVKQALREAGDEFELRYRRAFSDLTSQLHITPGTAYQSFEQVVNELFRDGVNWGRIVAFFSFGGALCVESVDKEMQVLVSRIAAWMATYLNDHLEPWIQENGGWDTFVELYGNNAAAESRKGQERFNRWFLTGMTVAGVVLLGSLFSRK
* = called active by the depositor; . = no result given. These rows are one share of the data; the hit share may differ from the screen's.

| Structure | GLD-1 RNA inh | Yeast superoxide | Fam108B counter | MCL1 BIM primary | MEX-5 binding | ZTA counter | Efflux pump inh | EBNA-1 inh | BCLXL inh |
| --- | --- | --- | --- | --- | --- | --- | --- | --- | --- |
| COc1ccc(NC(=O)CN(C)C(=O)CSC(c2ccccc2)c2ccccc2)cc1 | 3 | 78 | . | -24 | . | 8 | -0.1 | . | -13 |
| Cc1cc(C(=O)CS(=O)(=O)c2ccccc2)cc(C)c1OC(=O)N(C)C | -4 | 87 | 0 | 11 | 2.7 | 10 | -0.1 | 1 | 3 |
| CCc1ccc(NC2=NCCCS2)cc1 | -3 | 100 | 2 | -8 | -4.6 | 2 | 0.3 | -3 | 2 |
| O=c1[nH]c(=O)n(Cc2ccccc2)c(O)c1C=Nc1ccc(CN2CCOCC2)cc1 | -1 | 119 | 4 | -7 | -7.3 | -7 | -0.1 | 4 | -5 |
| CN1CC[C@@]23CCCC[C@@H]2[C@@H]1Cc1ccc(O)cc13 | -2 | 99 | 5 | 12 | 0.8 | 26 | -0.1 | 9 | 8 |
| COc1ccc(C2C(C#N)=C(N)Oc3c2c(=O)oc2ccccc32)cc1Cn1cc([N+](=O)[O-])cn1 (configuration not stated) | 0 | 85 | 7 | 3 | 0.7 | -2 | 0.0 | 10 | 2 |
| COC(=O)C1=C(c2ccc(Cl)c(C(F)(F)F)c2)C[C@@H]2CC[C@H]1N2C(=O)NCc1ccco1 | 5 | 114 | . | 2 | . | -10 | 0.1 | . | 1 |
| CCCCOCCCN1C(C)=CC(=C2C(=O)NC(=S)NC2=O)C=C1C | 0 | 102 | 3 | 4 | -4.2 | 20 | 0.1 | 0 | 6 |
| CC1=C(C(=O)Nc2ccccc2)SCCO1 | 9 | 119 | -7 | 11 | 0.3 | 6 | 0.0 | 2 | 7 |
| NCCNc1ccc([N+](=O)[O-])c2cccnc12 | -2 | 117 | 4 | 0 | 0.2 | -2 | 0.3 | -6 | -1 |
| CCOc1ccc(-n2c(O)c(/C=C3\C=Nc4ccccc43)c(=O)[nH]c2=O)cc1 | -23 | 99 | 2 | 79* | -13 | -9 | 0.3 | 8 | 78* |
| CC1CCCCN1CC(=O)c1ccc2cc[nH]c2c1 (configuration not stated) | 1 | 100 | -3 | 10 | -1.0 | 0 | 0.0 | 2 | 3 |
| COC(=O)c1ccc(N2C(=O)CC(N3CCC(n4c(=O)[nH]c5ccccc54)CC3)C2=O)cc1 (configuration not stated) | -2 | 89 | 1 | 4 | -0.4 | -14 | -0.1 | 3 | -1 |
| Cn1c(O)c(C=NC2CCCCCC2)c(=O)[nH]c1=S | 2 | 109 | 1 | -1 | -0.2 | 6 | 0.0 | 4 | 5 |
| Cc1nc2ccccc2c(=O)n1-c1cccc(O)c1 | -4 | 103 | 1 | 1 | 1.1 | -5 | 0.0 | -3 | 3 |

An excerpt of these results, field by field:
CC1=C(C(=O)Nc2ccccc2)SCCO1
  GLD-1 RNA inh: 9; Yeast superoxide: 119; Fam108B counter: -7; MCL1 BIM primary: 11; MEX-5 binding: 0.3; ZTA counter: 6; Efflux pump inh: 0.0; EBNA-1 inh: 2; BCLXL inh: 7

CCCCOCCCN1C(C)=CC(=C2C(=O)NC(=S)NC2=O)C=C1C
  GLD-1 RNA inh: 0; Yeast superoxide: 102; Fam108B counter: 3; MCL1 BIM primary: 4; MEX-5 binding: -4.2; ZTA counter: 20; Efflux pump inh: 0.1; EBNA-1 inh: 0; BCLXL inh: 6

CN1CC[C@@]23CCCC[C@@H]2[C@@H]1Cc1ccc(O)cc13
  GLD-1 RNA inh: -2; Yeast superoxide: 99; Fam108B counter: 5; MCL1 BIM primary: 12; MEX-5 binding: 0.8; ZTA counter: 26; Efflux pump inh: -0.1; EBNA-1 inh: 9; BCLXL inh: 8

Returning to the listing, starting three compounds before the break.
| Structure | GLD-1 RNA inh | Yeast superoxide | Fam108B counter | MCL1 BIM primary | MEX-5 binding | ZTA counter | Efflux pump inh | EBNA-1 inh | BCLXL inh |
| --- | --- | --- | --- | --- | --- | --- | --- | --- | --- |
| COC(=O)c1ccc(N2C(=O)CC(N3CCC(n4c(=O)[nH]c5ccccc54)CC3)C2=O)cc1 (configuration not stated) | -2 | 89 | 1 | 4 | -0.4 | -14 | -0.1 | 3 | -1 |
| Cn1c(O)c(C=NC2CCCCCC2)c(=O)[nH]c1=S | 2 | 109 | 1 | -1 | -0.2 | 6 | 0.0 | 4 | 5 |
| Cc1nc2ccccc2c(=O)n1-c1cccc(O)c1 | -4 | 103 | 1 | 1 | 1.1 | -5 | 0.0 | -3 | 3 |
| Cc1ccc(C2N3CCCN23)cc1 (configuration not stated) | 9 | 108 | 3 | -6 | 1.2 | -15 | -0.1 | -8 | 0 |
| COC(=O)C(O)(c1ccc(NC(=O)c2ccco2)c(OC)c1)C(F)(F)F (configuration not stated) | 0 | 102 | 3 | 7 | -3.1 | -2 | 0.0 | 0 | 10 |
| CCOC(=O)CNC(=S)N1CC2C[C@@H](C1)Cn1c2cccc1=O | -1 | 100 | 1 | 8 | 1.5 | -20 | 0.3 | 8 | 3 |
| CCOP(=O)(Cc1ccc(C#N)o1)OCC | 8 | 102 | 4 | 1 | 0.1 | -2 | 0.0 | 6 | 7 |
| CC1CCN(C(=O)C(C)Cl)CC1 (configuration not stated) | 4 | 87 | -2 | 5 | 0.8 | 4 | -0.1 | 10 | 2 |
| COC(=O)C1=C(c2ccc(-c3ccccc3)c(F)c2)C[C@@H]2CC[C@H]1N2C(=O)N1CCOCC1 | -2 | 86 | . | -3 | . | -15 | 0.2 | . | 0 |
| NC1CCCCC1N=Cc1c(O)n(Cc2ccc(F)cc2)c(=O)[nH]c1=O (configuration not stated) | 7 | 74 | -7 | 2 | 0.5 | 2 | 0.1 | -5 | 0 |
| C[N+]1(C)C2CCC1CC(OC(=O)c1c[nH]c3ccccc13)C2 (configuration not stated) | -5 | 86 | 3 | -8 | . | 9 | 0.0 | 13 | -4 |
| COc1cc(N2CCOCC2)ccc1C=C1C(=O)NC(=O)NC1=O | 4 | 97 | -2 | -11 | -0.4 | 7 | -0.1 | -2 | 0 |
| O=C(CN1CC=C(c2ccccc2)CC1)NC(=O)NC1CCCCC1 | 6 | 101 | -2 | 4 | . | -1 | -0.1 | -6 | 4 |
| O=c1c2ccccc2nc(-c2ccccc2)n1-n1cccc1 | -4 | 88 | 3 | -6 | 1.6 | 9 | 0.0 | 4 | 1 |
| COc1ccc(-n2c(O)c(C(C)=NCC3CCCO3)c(=O)[nH]c2=O)cc1 (configuration not stated) | -30 | 56* | 0 | 1 | 2.5 | 3 | 0.0 | 18 | 2 |
| Cn1c(=O)cc(SCC(=O)N2CCC3(CC2)OCCO3)c2ccc(Cl)cc21 | 1 | 99 | -1 | 5 | . | 10 | -0.3 | 3 | 4 |
| CC(=O)N(C1=NCCCS1)c1ccccc1F | 4 | 91 | 9 | 3 | -2.2 | -8 | 0.0 | 5 | 1 |
| CC(=O)c1c(O)n(C2CCCCCC2)c(=O)[nH]c1=O | -17 | 106 | -3 | 12 | -1.5 | -6 | 0.0 | -22 | -5 |
| Nc1ccccc1C(=O)OCC(=O)c1ccc2c(c1)OCCO2 | 2 | 103 | -4 | -1 | -0.1 | 5 | 0.2 | 3 | 4 |
| COCCNC(=O)c1c(NC(=O)c2ccco2)n(Cc2ccccc2)c2nc3ccccc3nc12 | -3 | 107 | 3 | 0 | -9.8 | -8 | 0.3 | -7 | 4 |
| CCn1cc(C=C2C(=O)N(C)C(=O)N(C)C2=O)c2ccccc21 | -5 | 101 | -1 | -3 | -5.5 | -4 | 0.2 | -1 | 3 |
| Fc1cccc(C2NCc3ccccc3-n3cccc32)c1 (configuration not stated) | 2 | 97 | -2 | -4 | 1.6 | 3 | -0.2 | 9 | 5 |
| c1ccc(P(c2ccccc2)c2ccccn2)cc1 | 6 | 105 | 0 | 4 | 3.8 | 7 | 0.1 | 6 | 7 |
| Clc1ccc(C2NCCc3[nH]cnc32)cc1 (configuration not stated) | 4 | 91 | -8 | -8 | 4.6 | 3 | -0.3 | 7 | -6 |
| O=C(O)C(Cl)Cl | 1 | 109 | -6 | -7 | -1.4 | -7 | 0.7 | -14 | -7 |
| COc1ccc(CCC(=O)N2C[C@H]3C[C@@H](C2)c2cccc(=O)n2C3)cc1 | 7 | 86 | -1 | 8 | -2.8 | -1 | 0.2 | 5 | 9 |
| COC(=O)C1=C(c2ccc(OC)c(OC)c2)C[C@@H]2CC[C@H]1N2C(=O)NCCO | 1 | 86 | . | 5 | . | -15 | 0.2 | . | 3 |
| COC(=O)C(O)(c1c[nH]c2ccccc12)C(F)(F)F (configuration not stated) | 11 | 94 | 1 | 1 | 0.4 | -5 | -0.1 | -5 | 9 |
| Cc1ccccc1-n1c(O)c(/C=C2/C(c3ccccc3)=Nc3ccccc32)c(=O)[nH]c1=O | -4 | 98 | 3 | -9 | -2.2 | -4 | -0.2 | -2 | 2 |
| CN(CCc1ccccc1)Cc1ccccc1[N+](=O)[O-] | -2 | 107 | -1 | 2 | -2.3 | 8 | -0.1 | -4 | 3 |
| COc1ccccc1OCCCn1cc(C(=O)c2ccco2)c2ccccc21 | -3 | 82 | -8 | 3 | 1.1 | -2 | 0.1 | -12 | 5 |
| O=c1[nH]c(=O)n(-c2cccc3ccccc23)c(O)c1C=NCc1ccc2c(c1)OCO2 | 4 | 94 | 1 | 6 | -1.4 | -5 | -0.3 | 4 | 5 |
| CCCCCn1c(=O)c(C(=O)Nc2ccccn2)c(O)c2ccccc21 | 7 | 91 | -3 | 4 | 2.3 | 8 | 0.2 | 11 | 5 |
| Cc1ccc(C)c(CN2CCC(n3nnc4cc(F)ccc43)CC2)c1 | 3 | 93 | 1 | -7 | 0.5 | -19 | 0.0 | -3 | -4 |
| O=c1[nH]c(CN2CC=C(c3ccccc3)CC2)nc2scc(-c3cccs3)c12 | -5 | 113 | -4 | -1 | 2.5 | 3 | 0.2 | 6 | 0 |
| COc1ccc(-n2c(Cc3cccc([N+](=O)[O-])c3)nc3ccccc3c2=O)cc1 | -2 | 91 | 0 | 15 | 1.1 | -7 | -0.1 | -2 | 5 |
| COc1ccc(S(=O)(=O)N2CC3CC(C2)c2cccc(=O)n2C3)cc1 (configuration not stated) | 1 | 94 | 4 | -8 | 0.1 | 14 | -0.1 | 14 | 0 |
| O=C(O)c1cn(Cc2ccccc2)nc1-c1ccccc1 | -2 | 120 | 2 | -2 | 1.1 | 10 | 0.3 | -5 | -6 |
| COc1ccccc1OCC#CCN1CCCCCC1 | 4 | 98 | 1 | 4 | -1.5 | -13 | -0.3 | -1 | 8 |
| CC1=C2C(=O)C3C(CC=C4CC(OC5OC(O)C(O)C(O)C5CO)CCC43C)C2CCC12OC1CC(C)CNC1C2C (configuration not stated) | 0 | 98 | -1 | -9 | 1.8 | -7 | 0.1 | -9 | 2 |
| O=S(=O)(c1ccc(F)cc1)N1CCCCC1c1cccnc1 (configuration not stated) | 9 | 95 | 0 | 3 | -5.7 | 9 | 0.0 | -4 | 0 |
| COC(=O)C1=C(c2ccc(OC(F)(F)F)cc2)C[C@@H]2CC[C@H]1N2C(=O)N1CCCC1 | -2 | 110 | . | 0 | . | 7 | 0.9 | . | 1 |
